bCat nuc transl – beta-catenin nuclear translocation modulation; HeLa beta-catenin nuclear translocation, immunofluorescence imaging; nuclear translocation activity, % at 5 µM; 190,000 compounds, 0.3% hits; AID 1665;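 active = nuclear translocation activity above 50% at 5 µM, with a well cell count of 50 or more; inconclusive = wells under 50 cells across six images, flagged as toxic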;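 also: per-cell ratio of nuclear to cytoplasmic median beta-catenin stain intensity; plate controls were DMSO negative control for no effect and GSK-3 inhibitor IX positive control for full effect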
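System: Human HeLa cells, endogenous beta-catenin | Compound dosing: 5 µM primary, 0.02–20 µM confirmation | Timing: 24 h compound exposure at 37°C, 5% CO2 | Measured by: Fluorescence imaging of beta-catenin antibody stain plus DAPI | Read-out basis: % activation of per-cell nuclear versus cytoplasmic median beta-catenin signal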
Yfh1-depleted yeast – enhancers of respiration in Yfh1-depleted yeast, dose response, Friedreich's ataxia, plus single-dose screen (AID 1465) | S. cerevisiae Yfh1-off respiration, WST-1 reduction, 72 h; higher fold induction means a stronger effect | fold induction at 50 µM; hits with a dose series show EC50 in µM | 220,000 compounds, 0.074% hits;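 active = fold induction of absorbance versus untreated yeast above a set limit, then at least 30% activation at any dose in follow-up; inconclusive = repeats straddling the limit, or above it without dose testing; inactive = fold induction below the set limit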;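 also: activators that raise dye reduction in frataxin-depleted yeast; strong numbers were not always called active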
Ins promoter up – MIN6 insulin promoter up-regulation; 190,000 compounds, 0.3% hits; z-score at 5 µM; MIN6 insulin promoter-GFP reporter, high-content imaging; active compounds read high;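 active = z-score above 3 at 5 µM with at least 500 cells counted in the well; inconclusive = wells under 500 cells, flagged as cytotoxic or low count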
WT yeast gro inh – growth inhibition of WT yeast, mitochondrial fusion screen. mitochondrial fusion phenotypic screen, WT strain. inhibition, % at 10 µM. 190,000 compounds, 2.1% hits. AID 1362; in the data active = inhibition above about 58%; tested in S. cerevisiae
HIV peptide binding – inhibitors of HIV fusion peptide binding, primary screen, biochemical, uHTS, fluorescence dequenching (AID 1986); one-dose inhibition, % at 20 µM; IC50 in µM for titrated hits; cell-free peptide binding, fluorescence dequenching, 30 min; higher % means a stronger effect; 290,000 compounds, 0.3% hits; in the data active = inhibition mostly above about 52%, no sharp cut-off; inactive = mostly below about 76%; also: some results filed as inactive read as strong as hits
MT stabilize HCS – microtubule stabilization, imaging screen; HeLa tubulin immunostaining HCS, 24 h; share of cells brighter than vehicle mean+2SD; % tubulin-high responders, % at 10 µM; 200,000 compounds, 0.83% hits; AID 2205;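 active = plate Z-score above 3 for both tubulin-high and condensed-nucleus cell shares, with cell loss under 80%, at 10 µM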;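 also: anti alpha tubulin signal scored within the nucleus-defined area of each cell; some results filed as inactive read as strong as hits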
AID2073 – disruptors of CaV2.2 binding to Mint1 – biochemical, HTRF (AID 2073). HTRF protein-protein interaction, Mint1-CaV2.2; higher % means a stronger effect. 290,000 compounds, 0.19% hits. inhibition, % at 20 µM; hits with a dose series show IC50 in µM; in the data active = inhibition mostly above about 51%, no sharp cut-off; inconclusive = no clear call, values can overlap the other calls; inactive = mostly below about 53%; also: some results filed as inactive read as strong as hits
Autophagy mod – autophagy modulation, high-content screen; MEF GFP-LC3 puncta imaging; test concentration mostly 10 µM; calls only at 10 µM (by protocol); 190,000 compounds, 0.98% hits;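 active = percentage of spot-positive cells more than 3 SD above its plate mean, without a fluorescence outlier flag or 80% toxicity; inconclusive = no clear call, values can overlap the other calls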;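 also: spot-positive cell cutoff set from DMSO-treated cells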
Dynein cargo inh – dynein cargo transport inhibition; 3617.4 mouse cells, GR-EGFP nuclear translocation imaging; test concentration mostly 20 µM; stimulated with dexamethasone, 1 µM; active compounds read low; z-score, hits read low; 220,000 compounds, 0.47% hits; AID 1381;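 active = plate z-score of nuclear minus cytoplasmic receptor signal below a set negative limit, without overly bright fluorescence or cell loss, cut at about -3.5 in these data, passing the limit was not always enough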;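 also: z-score of nuclear minus cytoplasmic ring GR-EGFP intensity difference per well; some compounds called inactive have numbers as strong as hits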
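Buffer or medium: tetracycline-free induction medium containing charcoal-stripped FBS / Reagent: dexamethasone agonist, 1.0 µM final, for 30 min / Technique: automated 10x imaging of fixed Hoechst-stained cells / Times: induction 48 h, compound 1 h, agonist 30 min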
WT yeast gro inh mutant strain – also measured in WT yeast gro inh; calls as there; inhibition, %; mitochondrial fusion phenotypic screen, mutant strain inhibition
Dynein cargo inh cytoplasmic EGFP – recorded beside Dynein cargo inh, whose call it bears; z-score; measured here: cytoplasmic GR-EGFP intensity; active compounds read high
Dynein cargo inh nuclear GR-EGFP – also measured in Dynein cargo inh; calls as there; z-score; measured here: nuclear GR-EGFP intensity;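 lower value marks the stronger effect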
Dynein cargo inh cell count – second read-out of Dynein cargo inh, no call of its own (marks repeat the call); z-score; measured here: cell count per field
Ins promoter up cell count – second read-out of Ins promoter up, no call of its own (marks repeat the call); cell count; measured here: cytotoxicity, nuclei count;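 total cells summed across four imaged fields per well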
bCat nuc transl cell count 5 µM – recorded beside bCat nuc transl, whose call it bears; cell count; measured here: cell count, cytotoxicity flag
MT stabilize HCS Hoechst-high % – also measured in MT stabilize HCS; calls as there; % Hoechst-high responders; measured here: nuclear condensation Hoechst responders;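 share of cells brighter than vehicle mean plus two SD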
MT stabilize HCS cytotoxicity % – recorded beside MT stabilize HCS, whose call it bears; toxicity, %; measured here: cytotoxicity by cell density;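 0% = mean cell density of plate MIN control wells and 100% = no cells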
Autophagy mod cell loss 18 h – second read-out of Autophagy mod, no call of its own (marks repeat the call); toxicity, %; measured here: cell loss, nuclei count;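 cell loss after 18 h compound exposure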
The depositor's hits bear a star; i = inactive; ? = inconclusive; · = no result given; + = active, no number.

SMILES	bCat nuc transl	bCat nuc transl cell count 5 µM	Yfh1-depleted yeast	Ins promoter up	Ins promoter up cell count	WT yeast gro inh	WT yeast gro inh mutant strain	HIV peptide binding	MT stabilize HCS	MT stabilize HCS Hoechst-high %	MT stabilize HCS cytotoxicity %	AID2073	Autophagy mod	Autophagy mod cell loss 18 h	Dynein cargo inh	Dynein cargo inh cytoplasmic EGFP	Dynein cargo inh nuclear GR-EGFP	Dynein cargo inh cell count
COc1cccc(C(=O)C2CCCN(Cc3cccn3-c3cccnc3)C2)c1 (stereo not drawn)	0.8	1165	i	0.64	1396	-2	1	-1.0%	2.6	1.4	5.6	0%	i	37	1.8	-0.16	1.2	-0.97
CC(=O)Nc1ccccc1C(=O)C(=O)Nc1cccc(Br)c1	0.2	954	i	0.35	1576	-15	-22	-1.5%	3.0	1.8	8.2	0%	i	14	-0.54	-0.21	0.15	0.17
CCn1c(SCc2nnc(-c3ccccc3)o2)nnc1-c1ccc(S(=O)(=O)N2CCCC2)cc1	-1.1	1164	i	0.54	1230	-8	-8	-2.6%	0.8	1.0	9.0	-1%	i	0	-0.22	-0.2	-0.19	0.025
C/C(CC(=O)Nc1cccc(C(F)(F)F)c1)=N\NC(=O)Cc1ccccc1	-0.7	1120	i	0.76	1218	-7	-9	-0.9%	1.5	1.3	2.2	2%	i	6	-0.6	1.8	0.086	0.23
COc1ccc(CNCC(=O)Nc2cc(C)nn2-c2nc(C)cc(C)n2)cc1OC	2.8	1300	i	0.19	1070	·	·	1.1%	·	·	·	-1%	·	·	1.5	-0.22	1.3	-1.4
CN1C(=O)/C(=C2\SC(N3CCCCCC3)=NC2=O)c2ccccc21	·	·	i	-1.5	878	18	12	-2.6%	2.2	2.9	11	-15%	i	-1	-0.022	-0.032	0.31	-0.099
CCn1c(C)nc2cc(C(=O)NNC(=O)CCC3CCCC3)ccc21	-0.7	1145	i	0.48	1501	-5	9	0.4%	4.3	2.2	4.9	3%	i	1	0.54	-0.23	0.16	-1
COc1ccc(C(=O)Nc2ncc3c(n2)CC(C)CC3=O)cc1 (stereo not drawn)	0.9	1475	i	-1	1546	9	15	-0.4%	1.2	1.1	6.0	-5%	i	7	-0.37	-0.2	-0.26	0.65
CC(CCc1ccccc1)NC(=O)C1CCN(S(=O)(=O)N2CCOCC2)CC1 (stereo not drawn)	-0.4	530	i	0.51	1250	-3	-7	1.3%	2.9	2.1	2.2	1%	i	-6	-0.056	-0.24	1	-0.77
Cc1cc(SCC(=O)N/N=C/c2ccc(O)c(O)c2O)c(C)cc1Br	-4.0	1178	i	-1.1	794	16	11	78%	1.7	1.3	3.6	45%	i	-5	-0.51	-0.21	0.28	0.14
CSc1nnc(-c2cc[n+](C)cc2)n1CCO	-6.2	576	i	0.06	1302	18	8	1.3%	1.7	2.9	5.9	1%	i	10	-0.045	-0.31	-0.43	0.24
Cc1ccc(NC(=O)C(NCc2ccccn2)c2ccccc2)cc1 (stereo not drawn)	·	·	i	0.74	1370	-9	3	2.9%	3.2	2.7	8.0	4%	i	3	0.39	-0.34	-0.21	-0.25
COc1ccc(C(=O)NNC(=O)CSc2nnc(COc3ccccc3)n2C)cc1	-4.8	1151	i	-0.05	1840	-1	8	2.9%	2.9	2.0	4.2	7%	i	24	-0.43	-0.17	-0.4	-1.1
CCCn1c(SCC(=O)Nc2ccccc2N2CCOCC2)nc2c1c(=O)n(C)c(=O)n2C	-0.2	453	i	·	·	-6	0	-2.9%	4.0	1.5	4.1	9%	i	0	-0.21	-0.24	-0.37	0.76
Cc1ccc(-n2nc3c(=O)n(CC(=O)c4ccc(F)cc4)nc(C)c3c2C)cc1	-1.1	537	i	0.27	1215	-12	-20	1.3%	2.6	1.4	8.5	-6%	i	15	-0.17	-0.18	0.44	0.44
COCCNS(=O)(=O)c1ccc2c(c1)oc(=O)c1cc(S(=O)(=O)NCCOC)ccc12	0.5	1021	·	0.9	1742	-17	-24	-0.6%	2.9	2.6	13	33%	i	15	0.91	-0.11	0.77	-0.069
COc1ccc(C(=O)/C=C/c2ccc(OC)c(CN3CCOCC3)c2)cc1	2.7	917	i	·	·	-9	-22	-0.4%	2.7	3.4	0.3	3%	i	5	-2.2	0.089	-1.5	0.96
CCOc1ccc(-c2nnn(CCC(=O)O)n2)cc1OC	0.4	1028	i	0.23	1624	6	-8	-1.5%	2.2	0.4	23	0%	i	-2	-0.49	-0.27	0.1	1.2
CN(C(=O)CSc1nc(-c2ccc(F)cc2)cs1)C1CCS(=O)(=O)C1 (stereo not drawn)	2.3	1381	i	-0.89	1339	-2	1	-1.6%	1.8	2.5	5.3	-7%	i	8	-0.68	-0.22	-0.17	0.48
Cc1ccc(Nc2nc3c(s2)CCC3)c(C)c1	·	·	i	·	·	40	17	1.9%	3.2	2.8	6.8	-10%	i	-1	-1.8	-0.13	-0.89	0.76
Cc1cc(C)c2c(-n3cccc3)nn(C)c2n1	-0.5	1217	i	1.9	1423	12	0	-2.0%	2.5	1.1	5.2	1%	i	2	-0.98	-0.025	-0.54	1.1
Cc1csc(SCc2ccccc2C(=O)O)n1	2.2	756	i	-0.29	1148	22	27	-1.7%	5.8	2.2	9.5	0%	i	-3	1.2	-0.14	0.93	-1.6
O=C1Nc2ccccc2C(O)(C(=O)NC2CC2)N1c1ccc(Cl)c(Cl)c1 (stereo not drawn)	-2.0	1099	i	0.96	1190	-4	-3	-1.3%	3.5	1.0	3.3	-1%	i	7	2	-0.085	2.1	-1.3
O=C(CCSc1ccccc1)Nc1ccc(S(=O)(=O)N2CCOCC2)cc1	·	·	i	1.4	947	18	21	113%	2.1	1.1	4.2	-2%	i	0	-0.4	-0.29	0.17	0.36
NC(=O)C1CCN(CC(=O)c2c[nH]c3ccc(F)cc23)CC1	3.6	1067	i	-0.38	1508	-27	-4	0.7%	3.5	3.1	5.2	2%	i	-3	0.35	-0.24	0.097	0.98
SMILES	bCat nuc transl	bCat nuc transl cell count 5 µM	Yfh1-depleted yeast	Ins promoter up	Ins promoter up cell count	WT yeast gro inh	WT yeast gro inh mutant strain	HIV peptide binding	MT stabilize HCS	MT stabilize HCS Hoechst-high %	MT stabilize HCS cytotoxicity %	AID2073	Autophagy mod	Autophagy mod cell loss 18 h	Dynein cargo inh	Dynein cargo inh cytoplasmic EGFP	Dynein cargo inh nuclear GR-EGFP	Dynein cargo inh cell count
CCOC(=O)c1cnc2ccc(OCC)cc2c1N1CCN(C)CC1	-8.2	1429	i	-0.62	1141	-22	12	3.5%	7.1	2.6	7.5	13%	i	12	-0.75	-0.067	-0.18	0.33
COC(=O)C(NC(=O)CSc1nc(N)cc(=O)[nH]1)c1ccccc1 (stereo not drawn)	-1.2	1060	i	0.21	1497	4	-1	1.2%	0.9	0.4	2.2	-2%	i	3	2.2	-0.11	1.9	-1.4
N#Cc1ccc(-c2ccc(Cl)cc2)nc1Oc1ccc(F)cc1	1.1	1365	i	0.03	1481	21	-12	-4.5%	2.6	2.4	8.9	-3%	i	-34	-0.86	-0.21	0.2	1.2
O=C(O)c1ccccc1/C=N/Nc1nc(N2CCCCC2)nc(N2CCCCC2)n1	-3.4	1114	i	-0.04	1344	-6	4	1.3%	7.0	1.7	11	?	i	-5	-0.9	-0.3	-0.43	1
COc1ccc(N(C)S(=O)(=O)c2cccc(C(=O)OCC(=O)Nc3sc4c(c3C#N)CCCCC4)c2)cc1	0.8	1054	i	0.35	1489	-9	6	1.6%	3.7	3.4	7.2	-12%	i	-4	-0.88	-0.21	-0.19	0.81
CN(C)C=Nc1nonc1-c1ncn[nH]1	-6.7	980	i	0.46	1364	2	-2	2.5%	4.8	4.4	9.4	1%	+	16*	-0.33	-0.32	-0.068	0.077
CNC(=O)CN1C(=O)CSc2nc(C)cc(C)c21	-2.1	1110	i	0.18	1370	7	-4	2.7%	2.7	2.0	9.5	-3%	i	2	3	-0.06	2	-1.6
Cc1ccc(C(=O)NCCCCNC(=O)c2ccc(C)o2)o1	-4.5	1245	i	0.48	1312	1	-5	1.1%	1.3	2.5	12	13%	i	2	0.16	-0.21	0.055	0.052
COCC(=O)Nc1ccc(Br)cc1	2.6	1116	i	0.16	982	5	12	-2.2%	0.9	2.0	19	-2%	i	-1	-0.16	-0.29	-0.13	0.24
CCN(CC)CCCNC(=O)c1cn(CC)c2ccc(S(=O)(=O)N3CCc4ccccc4C3)cc2c1=O	-0.5	1035	i	-0.08	1224	4	-4	2.6%	4.1	1.8	9.9	9%	i	7	0.55	-0.21	-0.072	0.022
C/C(=N\NC(=O)C1CC1c1ccccc1)c1cccs1 (stereo not drawn)	0.7	1384	i	-0.2	1631	-26	-49	-2.9%	1.4	1.1	2.6	5%	i	3	-0.29	-0.19	-0.38	0.37
CCc1ccccc1N1C(=O)[C@@H]2Cc3ccccc3CN2C1=O	1.0	1317	i	0.96	1429	·	·	-0.2%	·	·	·	-20%	·	·	-0.39	-0.27	-0.24	0.34
COc1ccccc1N1CCN(C(=S)NC(=O)/C=C/c2ccc(F)cc2)CC1	3.3	1223	i	·	·	·	·	0.3%	·	·	·	-17%	·	·	-0.03	-0.22	0.0069	0.18
N#Cc1c(NCCCO)nc(-c2ccccc2)c2c1CCCC2	1.1	1149	i	-0.71	1381	10	-5	-2.0%	5.9	1.6	5.0	11%	i	-4	0.96	-0.037	1.1	-1.1

Screening data: PubChem, several laboratories
